aSyn 5UTR inh: 5' untranslated region of α-synuclein, MLPCN primary screen; alpha-synuclein 5'UTR reporter, inhibitor activity; inhibition, % (tested at 7.5 µM); 0.82% of 300,000 active; in the data active means inhibition above about 60%; inconclusive means no clear call, values can overlap the other calls;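 further: H4 neuroglioblastoma cells stably carrying SNCA 5'UTR luciferase fusion; 0% = DMSO wells and 100% = positive control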
HSF1 inh: HSF1 inhibition | NIH3T3-HGL HSE-luciferase, MG132-induced, luminescence 8 h; stronger effect = lower value | activity change, negative = inhibition, % at 7.5 µM (by protocol) | 0.77% of 300,000 active;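 active means more than half of replicate wells show activity change below -50%, luminescence cut by over half; inconclusive means some wells, but at most half, below -50%; inactive means no replicate well below -50%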;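 further: luciferase reports HSF-1 transcriptional activity via heat shock element; 0% = median of DMSO wells and -100% = zero luminescence signal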
HSP90 inh: blocks HSP90-mediated luciferase refolding in reticulocyte lysate. Rabbit reticulocyte lysate, luciferase refolding luminescence, 3 h. inhibition, % at 5.6 µM. 0.91% of 290,000 active;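 active means inhibition above the screen-wide mean plus 3 SD, computed separately per campaign, cut at about 16% in these data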;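 further: 0% = DMSO wells and 100% = 60 µM geldanamycin wells; inhibitors lower the luminescence because luciferase stays unfolded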
AI-2 QS mod: Vibrio harveyi AI-2 quorum sensing modulation; 0.4% of 300,000 active; Vibrio harveyi JMH597 AI-2 luminescence/OD600 ratio, 9 h; stronger effect = lower value; strain lacks LuxN and CqsS sensors; 0 = neutral-control median; activity change, % at 7.5 µM; AID 2094; in the data active means activity change below about -75%, passing the limit was not always enough; inconclusive means no clear call, values can overlap the other calls;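 further: luminescence divided by OD600 gain over 9 h not by final OD600 alone; inactives centre near 13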
Platelet DG rel: platelet dense granule release activity | 0.22% of 300,000 active | inhibition, %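 (compounds screened at 7.5 µM in platelet-rich plasma)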 | human platelet-rich plasma, SFLLRN dense granule ATP release, luminescence | AID 1663;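 active means mean replicate score, as percent of positive control, at or above 50; inconclusive means mean below 50 but at least one replicate at or above 50; inactive means mean and every replicate below 50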
IEC-6 tox: IEC-6 cytotoxicity, counter-screen for KLF5 inhibitors; luminescence viability; inhibition, % at 5 µM; 0.78% of 290,000 active; in the data active means inhibition above about 22%;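 further: 0% = plate median of test compound wells and 100% = cytotoxic reference compound wells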
KLF5 inhibitor: suppresses KLF5 promoter-driven expression; DLD-1 KLF5 promoter-luciferase reporter, luminescence; inhibition, % at 5 µM; 0.23% of 290,000 active;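 active means inhibition above a per-plate limit of that plate's mean compound inhibition plus 3 SD, cut at about 60% in these data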;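 further: 0% = DMSO wells and 100% = LY294002 at 200 µM; higher means less KLF5 promoter-driven luciferase light; inactives centre near -14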
HSF-1 act: increases HSF-1 driven luciferase reporter signal; NIH3T3-HGL HSF-1 luciferase reporter, MG132, 8 h; 100% = twice DMSO control signal; activation, % at 9 µM; 1.7% of 300,000 active; AID 504408;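 active means mean replicate activation of at least 50% with a set share of replicates each reaching 50%; inconclusive means only one of those two conditions met; inactive means mean below 50% and too few replicates reaching it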;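 further: 0% = median of the neutral control wells and 100% = twice that signal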
HIF act: HIF pathway transcriptional activation; U2OS HRE-luciferase reporter, luminescence; normalized: DMSO 0%, desferrioxamine 100%; activation, % at 7.5 µM (by protocol); 0.32% of 300,000 active;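 active means mean activation of at least 10% of the iron chelator positive control signal, with at least half of replicates also reaching 10%; inconclusive means mean and replicate majority disagree about reaching 10%; inactive means mean and most replicates under 10%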
SKKanGAS inh: SKKanGAS growth inhibition | S. pyogenes SKKanGAS, kanamycin growth, BacTiter-Glo, 6 h | inhibition, % at 7.5 µM | 1.3% of 300,000 active;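 active means mean replicate score, as percent of positive control median, at least 50; inconclusive means mean below 50 but one replicate at or above 50; inactive means mean and every replicate below 50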;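 further: strain carries kanamycin resistance gene driven by streptokinase promoter and grows in 40 µg/ml kanamycin; loss of luminescence reflects streptokinase promoter inhibition or plain growth inhibition; 0% = median of DMSO wells and 100% = positive control at its reference dose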
An asterisk follows results filed as active; ? = inconclusive; · = not tested or not shown.

SMILES	aSyn 5UTR inh	HSF1 inh	HSP90 inh	AI-2 QS mod	Platelet DG rel	IEC-6 tox	KLF5 inhibitor	HSF-1 act	HIF act	SKKanGAS inh
COc1ccc(CCNC(=O)C(NC(=O)OCc2ccccc2)C(C)C)cc1OC (centres undefined)	32	-8	1	-3	10	-4	-15	-4	-0.6	3
O=C(COc1ccc2ccc(=O)oc2c1)Nc1ccc(CCO)cc1	20	3	-6	29	1	0	-11	7	-0.7	-5
COc1ccccc1-c1cn(C(C)(C)C)nc1C	4	·	0	12	3	3	4	·	-0.3	25
CC1CCC2(CC1)NC(=O)N(CC(=O)Nc1ccc3[nH]c(=O)[nH]c3c1)C2=O (centres undefined)	8	1	·	-3	7	·	·	-3	1.4	-8
O=C(N=C1SC2CS(=O)(=O)CC2N1CCc1ccc(F)cc1)C1CCCCC1 (centres undefined)	21	7	3	10	-5	-4	17	22	-0.4	-5
COc1ccccc1N1CCN(C(=O)CCc2ccc(S(=O)(=O)NC(C)C)cc2)CC1	-22	-1	0	5	4	1	-12	-1	0.2	-4
COc1ccc(OCCCC(=O)NNC(=O)CCN2CCN(c3ccccc3)CC2)cc1	10	7	0	6	-3	0	-27	23	-0.2	2
O=C(CCN1CCOCC1)NNC(=S)NC(=O)c1ccccc1	-32	-2	1	42	-1	0	-35	-14	-0.2	0
CN1C(=O)C(CCC(N)=O)NC1=S (centres undefined)	-3	-7	1	19	4	0	-15	-2	0.0	17
COc1cc(-n2c(C)nc3cc(C(=O)NCC4CCCO4)ccc32)cc(OC)c1OC (centres undefined)	12	7	3	-5	6	0	-3	31	-0.2	-2
Cc1ccccc1C(=O)Nc1ccnn1C1CCN(Cc2ccccn2)CC1	10	-2	0	27	8	1	-42	-3	-0.1	-1
O=C(/C=C/c1ccccc1Cl)Nc1ccc(Cl)cn1	-118	14	1	6	22	2	-24	33	1.6	-1

Overlap with the part before: two compounds; new compounds follow.
SMILES	aSyn 5UTR inh	HSF1 inh	HSP90 inh	AI-2 QS mod	Platelet DG rel	IEC-6 tox	KLF5 inhibitor	HSF-1 act	HIF act	SKKanGAS inh
Cc1ccccc1C(=O)Nc1ccnn1C1CCN(Cc2ccccn2)CC1	10	-2	0	27	8	1	-42	-3	-0.1	-1
O=C(/C=C/c1ccccc1Cl)Nc1ccc(Cl)cn1	-118	14	1	6	22	2	-24	33	1.6	-1
CCOc1ccccc1OCCN1CCC(Cc2ccccc2)CC1	-14	-6	-3	8	15	0	-20	8	-0.5	-3
Cc1cccc(OCCC(=O)OCC(=O)N2CCc3ccccc32)c1	-14	1	-2	27	-1	-4	-12	-6	0.4	-17
CCOC(=O)Nc1nc(-c2ccccc2)c(C(=O)c2ccccc2)s1	117*	-24	2	24	-4	86*	55	-22	0.5	18
CCOC(=O)N1CCN(C(=O)c2cnn(-c3ccccc3)c2NC(=O)c2ccccc2F)CC1	9	4	·	-3	-9	·	·	6	-0.1	-9
C=CCNC(=O)CCCCC(=O)NCC=C	-9	-11	0	16	5	4	-22	4	-0.6	5
C1=C(c2ccco2)N2CCN=C2S1	10	-5	2	2	-1	-2	-26	-10	0.2	-4
CC(C)(C)OC(=O)C(C)(C)O/N=C(\C(=O)O)c1csc(N)n1	1	1	0	18	1	-6	-13	-11	-0.4	-2
CCN1CCCC1CNC(=O)C(=O)NCCc1ccc(OC)c(OC)c1 (centres undefined)	0	-1	3	13	0	5	4	11	-0.1	10
CC(=O)c1[nH]c(C)c(C(=O)N2CCCC(Nc3ccc(C(C)C)cc3)C2)c1C (centres undefined)	27	-1	4	16	-1	3	-25	4	-9.3	-7
COc1ccc(NC(=O)Cc2coc3cc(C)ccc23)cc1S(=O)(=O)N1CCOCC1	-49	5	1	12	1	-1	-5	16	0.6	9
COc1cc(OC)c(OC)cc1CNCC1COc2ccccc2O1 (centres undefined)	9	10	-3	9	8	3	-39	11	-1.1	-5
COc1ccccc1-c1nnc(SCC(=O)N2CCCCC2)o1	-44	-1	-5	14	7	-13	-43	9	0.9	-1
CCOC(=O)N1CCN(c2ccccc2O)CC1	-10	-2	-10	8	·	-8	-21	-6	0.3	-2
Cc1cccc(NC(=O)CSc2ccc(-c3ccc4c(c3)OCO4)nn2)c1C	-29	-3	-4	28	-27	-6	-37	-1	-0.2	1
Cc1ccc(C(=O)Nc2cccc(C(F)(F)F)c2)cc1Nc1ncnc2nc[nH]c12	78*	-42	·	15	0	·	·	-49	0.1	4
Cc1c(OC(C)C(=O)N2C[C@H]3C[C@@H](C2)c2cccc(=O)n2C3)ccc2c3c(c(=O)oc12)CCCC3 (some centres undefined)	2	1	-3	20	-3	0	-25	1	-0.4	2
CCN(CC)CCCN1C=C2C(=O)C(C)(OC(=O)C3CCCC3)C(=O)C=C2C=C1c1ccsc1 (centres undefined)	24	-2	·	49	4	·	·	16	-2.5	13
O=C(N/C(=C/c1cccc([N+](=O)[O-])c1)C(=O)N1CCOCC1)c1ccc(Br)cc1	11	-5	2	28	-5	-7	7	0	-0.7	-8
CC(C)(C)c1ccc(/C=C/C(=O)N2CCc3ccccc3C2)cc1	5	·	-1	?	0	2	-14	·	0.1	15
O=C(NN=C1CCCCCCC1)c1ccccn1	-57	16	-1	9	-1	-2	-185	28	1.4	-7
CNCc1cc2ccc(C)cc2[nH]c1=O	9	2	2	10	-2	-5	-21	-4	-0.1	4
CCN(C(=O)COC(=O)/C=C/c1cccc([N+](=O)[O-])c1)c1ccccc1	-35	4	3	22	-4	-2	1	13	-0.1	5
COC(=O)C1CCCN1S(=O)(=O)c1ccccc1NC(=O)c1cc(OC)c(OC)c(OC)c1 (centres undefined)	5	8	-4	31	2	4	-29	1	0.2	-5
O=C(CSc1nc2ccsc2c(=O)n1Cc1ccc(C(=O)O)cc1)NCc1ccco1	11	-1	0	16	14	0	-24	5	-1.9	4
CCC(C)n1c(NC(=O)c2ccccc2)c(C#N)c2nc3ccccc3nc21 (centres undefined)	35	-4	15	14	-4	2	-20	-11	0.0	69*
COc1ccc(CCNC(=O)[C@@H](NC(N)=O)C(C)C)cc1	-4	-4	3	11	-5	-5	2	7	-0.1	2
COc1cccc(OC)c1C(=O)Nc1cc2c(cc1N1CCOCC1)n(C)c(=O)n2C	5	-1	-3	31	9	1	11	-6	0.2	3
CCO/N=C(\C)c1c(O)cc(C(C)C)n(-c2ccccc2)c1=O	10	-3	4	12	0	-5	-22	31	-0.1	3
OCCCNc1nc(-c2ccccc2)c2cc(Br)ccc2n1	36	-1	-1	18	0	-4	-70	-4	-20	3
CCOc1ccc(-c2n[nH]c(=S)n2/N=C/c2cc3c(cc2[N+](=O)[O-])OCO3)cc1	8	7	-3	-20	14	11	-7	12	-0.1	11
O=C(Nc1ccccc1F)C1CCN(C(=O)NC2CCCCC2)CC1	11	3	0	9	7	5	-21	4	0.2	7
O=C(Nc1nc2ccc(S(=O)(=O)N3CCCCC3)cc2s1)C1CCCO1 (centres undefined)	21	-4	1	5	-2	-1	-24	5	-0.3	-2
COc1ccc(C)cc1S(=O)(=O)N(C)CC(=O)NCc1ccco1	8	-9	-1	28	-8	0	-9	-9	0.1	0
O=C(Nc1cc2c3c(c1)CC(=O)N3CCC2)c1ccccc1C(F)(F)F	6	-4	·	10	·	·	·	0	0.4	-1
O=C1NC(=S)N/C1=C/c1cccc([N+](=O)[O-])c1	-46	0	0	20	1	4	-33	25	-0.6	1
COc1ccc(C2C(C(=O)Nc3cccc(C)n3)c3ccccc3C(=O)N2C)cc1 (centres undefined)	-18	-1	7	17	0	-1	4	3	0.0	-22
Cc1oc2c(O)c(O)ccc2c(=O)c1-c1ccc(Cl)cc1	-17	16	-8	52	5	-9	-45	9	-1.5	·
O=C(O)c1cc(-c2ccco2)nn1-c1cccc(Cl)c1	23	-2	3	9	-10	-18	-21	1	-0.2	0
O=C(Cc1ccccc1[N+](=O)[O-])OCc1cccc([N+](=O)[O-])c1	2	22	-1	-4	-4	3	-21	34	0.6	-1
CN1CCCN(S(=O)(=O)c2cccc(C#N)c2)CC1	7	-6	3	16	-2	-1	-7	5	-0.3	-6
Cn1c(NCc2cccc(Br)c2)nc2ccccc21	-20	-8	0	15	-3	1	-26	-12	1.1	-2
CN1C(=S)SC(N(O)C(=O)NC2CCCCC2)C1(C)C (centres undefined)	29	0	-2	29	5	-1	-24	0	0.5	-5
COc1ccc(NC(=O)C2Cc3cc(S(=O)(=O)N4CCCCC4)ccc3N2C(C)=O)cc1Cl (centres undefined)	21	-2	1	34	3	16	-25	24	-0.5	1
COc1cccc2cc(-c3nnc(SCC(=O)Nc4cc(C(F)(F)F)ccc4Cl)n3N)oc12	33	5	-2	17	-3	-1	-17	21	-1.6	11
CCn1c(SCC(=O)N2CCC(C)CC2)nc2c(c1=O)SCC2	-18	-10	0	10	-4	-4	-26	1	-0.2	2
CCC(=O)Nc1nc2ccc3sc(C)nc3c2s1	-86	-37	12	24	-4	11	-6	-40	1.0	-4
COc1cc(C(=O)NCCC(=O)NC2CCCc3ccccc32)cc(OC)c1OC (centres undefined)	20	-1	3	2	2	-5	-17	-13	0.5	-10
Cc1ccc(C(=O)NCc2ccco2)c(C)c1	-47	5	2	7	5	-3	-45	33	0.1	-1
O=C(c1ccccc1)c1ccccc1C(=O)N1CCCC1	6	-8	0	25	9	-1	-32	-4	-0.3	-2
CCCOc1ccc(C(=O)NC(=S)Nc2nc3ccccc3s2)cc1	-247	-20	-4	8	6	-3	-25	-22	0.6	3
Cc1nc2c3cc(Cl)ccc3n(CCN3CCOCC3)c2s1	7	0	5	-3	9	17	8	26	2.5	-4
COc1ccc(-c2nnc(SCC(=O)NCc3ccco3)n2C)cc1	-1	-6	1	22	-3	0	7	-9	-0.2	9
Cc1cc2nc3n(c2cc1C)CCCN3	8	-7	-2	13	1	1	-9	-13	-0.5	-6
Cc1ccc(OCC(=O)NC(C)c2ccccc2)c([N+](=O)[O-])n1 (centres undefined)	3	8	5	15	33	5	-16	23	-1.2	1
O=C1CC(c2ccccc2)CC(O)=C1C=NCC1CCCO1 (centres undefined)	5	-1	-2	17	6	-2	-23	10	0.9	-4
CCCOc1cccc(C2/C(=C(/O)c3ccc4c(c3)CC(C)O4)C(=O)C(=O)N2CCN2CCOCC2)c1 (centres undefined)	-19	1	-2	24	-6	-2	-23	-3	0.3	7
Cc1c(NC(=S)NC(=O)c2cccc3ccccc23)cccc1C(=O)O	8	-5	6	36	19	3	3	-5	0.1	7
COc1cc(/C=C(/NC(=O)c2ccccc2)C(=O)Nc2ccccc2)c([N+](=O)[O-])cc1OC	-14	-3	1	7	12	5	-11	6	-0.4	-5
NS(=O)(=O)c1ccc(CCNC(=O)CCCOc2ccccc2)cc1	14	3	1	9	2	-6	-1	-14	-0.1	-1
Cc1nccn1-c1c2c(c(C#N)c3nc4ccccc4n13)CCC2	-2	-15	·	29	-3	·	·	-34	-0.8	1
Cc1cc([N+](=O)[O-])nn1CC(=O)NNC(=S)Nc1ccc(Cl)cc1	-23	14	0	26	0	3	-39	4	0.1	-12

Bioassay records as filed in PubChem BioAssay.
